# Source: PubChem BioAssay
# Ba/F3 V617F tox: lowers viability of Ba/F3 cells expressing EpoR and JAK2V617F | ATP luminescence | inhibition, % at 5.6 µM | 220,000 compounds, 1.1% hits;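 active = inhibition above the campaign mean plus 3 SD over all tested compounds, cut at about 24% in these data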;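 also: cytokine-independent growth of Ba/F3 cells driven by EpoR plus mutant JAK2; 0% = DMSO-treated cells and 100% = JAK inhibitor I control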
# Runt-CBFb FRET: blocks binding of human RUNX1 Runt domain to CBFb | inhibition, % at 20 µM | Q01196+Q13951 | Cerulean-Runt/Venus-CBFb FRET ratio 530/480, 1 h | 220,000 compounds, 0.46% hits;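 active = inhibition over about 50% at 20 µM in the single-dose screen, limit read from the data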;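 also: 0% = DMSO wells and 100% = excess unlabeled CBFb competitor control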
# Target sequence (Q01196 whole entry, looked up, the tested form may be a part): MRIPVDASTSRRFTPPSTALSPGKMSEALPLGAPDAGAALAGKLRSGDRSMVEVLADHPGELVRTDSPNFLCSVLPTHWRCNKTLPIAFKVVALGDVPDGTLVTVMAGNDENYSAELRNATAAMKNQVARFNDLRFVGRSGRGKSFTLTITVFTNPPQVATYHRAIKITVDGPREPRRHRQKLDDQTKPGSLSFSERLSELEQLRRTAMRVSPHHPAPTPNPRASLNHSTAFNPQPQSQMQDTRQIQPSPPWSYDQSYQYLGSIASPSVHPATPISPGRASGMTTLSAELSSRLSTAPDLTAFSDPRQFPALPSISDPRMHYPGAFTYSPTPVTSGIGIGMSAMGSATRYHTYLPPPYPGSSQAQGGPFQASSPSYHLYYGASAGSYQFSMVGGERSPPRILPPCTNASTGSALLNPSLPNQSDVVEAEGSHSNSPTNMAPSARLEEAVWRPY
# Target sequence (Q13951 whole entry, looked up, the tested form may be a part): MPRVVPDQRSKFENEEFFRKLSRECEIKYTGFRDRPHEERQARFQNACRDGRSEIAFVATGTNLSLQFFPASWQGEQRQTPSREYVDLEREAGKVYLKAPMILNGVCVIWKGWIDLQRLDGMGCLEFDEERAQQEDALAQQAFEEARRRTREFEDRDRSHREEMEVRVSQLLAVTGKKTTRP
#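 Measured by: fluorescence energy transfer, 422 nm excitation, 530/480 nm emission; Assay system: Cerulean-Runt domain; Medium: Tris pH 7.5 buffer with BSA; Measure: loss of energy transfer signal; Controls: 5 µM unlabeled CBFb as full-inhibition high control; Incubation: protein complex preformed 1 h, compound exposure 1 h, room temperature, dark.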
# RBBP9 inhibitor: blocks human serine hydrolase RBBP9 | AID 1515 | inhibition, % at 7.94 µM | O75884 | recombinant RBBP9, FP-Rh probe fluorescence polarization | 220,000 compounds, 0.2% hits;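 active = inhibition above the campaign mean of all tested compounds plus 3 SD, cut at about 14% in these data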;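 also: plate controls were DMSO wells with RBBP9 for no effect and wells lacking RBBP9 protein for full effect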
#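 Controls: DMSO-treated enzyme wells and wells lacking RBBP9 | Material: RBBP9 protein | Technique: Fluorescence polarization | Replication: Single well per compound, no replicates | Buffer or medium: Tris-NaCl-Pluronic buffer, pH 8.0 | Timing: 30 min compound preincubation, 45 min probe labeling, 25 °C | Read-out basis: Percent inhibition from mP, scaled between DMSO and no-protein wells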
# NPY2 pot ag: human NPY-Y2 potentiation or agonism, primary screen; P49146; activation, % at 3.6 µM; 220,000 compounds, 0.45% hits; cells expressing NPY-Y2, potentiator/agonist read-out; in the data active = activation above about 27%;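 also: cells stimulated with NPY near EC25 plus isoproterenol at EC100; 0% = vehicle plus submaximal agonist and 100% = vehicle plus saturating agonist; some results beyond the cut were filed as inactive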
# BaF3 parental: reduces parental Ba/F3 cell viability, JAK2V617F counter-screen | 220,000 compounds, 1.1% hits | CellTiter-Glo ATP luminescence | inhibition, % at 5.6 µM;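 active = inhibition above a per-campaign cutoff, the mean inhibition of all tested compounds plus 3 SD, cut at about 27% in these data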;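 also: 0% = DMSO wells and 100% = JAK Inhibitor I control wells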
# S1P4 antagonist: blocks the human S1P4 receptor; 220,000 compounds, 0.26% hits; inhibition, % at 4.98 µM; O95977; S1P4-expressing cells, antagonist mode, reporter read-out; in the data active = inhibition above about 29%;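 also: 0% = wells stimulated with agonist and 100% = vehicle wells without agonist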
# Target sequence (O95977 whole entry, looked up): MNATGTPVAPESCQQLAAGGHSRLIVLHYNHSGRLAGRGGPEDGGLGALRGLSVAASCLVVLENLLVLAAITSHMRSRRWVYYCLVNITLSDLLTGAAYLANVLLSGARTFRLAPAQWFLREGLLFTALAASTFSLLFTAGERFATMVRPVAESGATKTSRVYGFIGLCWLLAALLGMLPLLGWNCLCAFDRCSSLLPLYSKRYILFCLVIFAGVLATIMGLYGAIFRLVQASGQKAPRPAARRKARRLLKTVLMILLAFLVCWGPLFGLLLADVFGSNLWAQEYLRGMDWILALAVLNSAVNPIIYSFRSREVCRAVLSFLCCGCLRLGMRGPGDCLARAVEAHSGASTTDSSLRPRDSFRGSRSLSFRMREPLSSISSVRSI
# S1P4 ag: human S1P4 receptor agonism; 220,000 compounds, 0.35% hits; O95977; S1P4-expressing cell line, agonist reporter assay; activation, % at 4.98 µM; in the data active = activation above about 11%;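 also: 0% = DMSO vehicle and 100% = reference agonist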
# NPY-Y1 antag: NPY-Y1 (human) receptor antagonism; P25929; HEK293-CNG Y1 cells, membrane potential fluorescence; NPY at EC95, then isoproterenol; inhibition, % at 3.6 µM; 200,000 compounds, 1% hits; AID 1040;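 active = inhibition above the campaign mean inhibition of all tested compounds plus 3 SD, cut at about 20% in these data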;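 also: 0% = DMSO wells given NPY plus isoproterenol and 100% = isoproterenol alone without NPY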
#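 Material: Y1- and CNG-channel-expressing HEK293 cells / Probe or stimulus: NPY 25 nM then isoproterenol 1 µM plus Ro 20-1724 25 µM / Doses: 3.6 µM single dose, DMSO 0.4% / Schedule: compound incubation 1 h at room temperature, readout 45 min post-stimulation / Signal: membrane potential fluorescence / Benchmarks: isoproterenol-only wells as full block versus NPY-plus-isoproterenol wells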
# NPY1 pot ag: potentiates or activates human NPY-Y1 receptor; P25929; NPY-Y1 expressing cells, potentiator/agonist activation; activation, % at 3.6 µM; 220,000 compounds, 0.37% hits; in the data active = activation above about 33%, passing the limit was not always enough;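 also: cells stimulated with NPY at EC10 then isoproterenol at EC100; 0% = low agonist plus stimulus and 100% = saturating agonist plus stimulus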
# Starred values were filed as active, the others as inactive; . = not tested or not shown.
SMILES,Ba/F3 V617F tox,Runt-CBFb FRET,RBBP9 inhibitor,NPY2 pot ag,BaF3 parental,S1P4 antagonist,S1P4 ag,NPY-Y1 antag,NPY1 pot ag
c1ccc(-n2c(-c3ccco3)nnc2N2CCOCC2)cc1,-7,-2,-3,-3,3,-5,-1.3,-3,20
c1ccc(OCCSc2nnc3sc4ccccc4n23)cc1,0,-2,-2,-16,4,-14,-0.9,6,-29
CCOC(=O)c1cnc(-c2ccccc2)nc1N,-1,1,2,9,3,7,0.2,1,-36
O=S(=O)(c1cccs1)N1CCc2ccccc2C1,-3,-1,8,7,3,6,-1.0,4,-18
Cc1[nH]nc2c1/C(=N\O)CCC2,-3,-2,-11,-5,-3,6,3.2,-1,-7
COc1ccc(C(=O)N2CCCCC2)cc1S(=O)(=O)Nc1ccccc1,-4,-1,-5,-10,2,-4,-0.4,-3,4
CCc1cccc(CC)c1NC(=O)CSc1nc2ccc(N3C(=O)C4C5C=CC(C5)C4C3=O)cc2s1 (configuration not stated),-1,0,2,23,3,-16,0.1,-8,23
O=C(Cn1c(=O)n(-c2ccccc2)c(=O)n1CC(=O)N1CCCCC1)N1CCCCC1,-3,0,1,12,2,-18,1.4,-1,17
O=C(O)Cn1cnc2c(oc3ccccc32)c1=O,1,0,-11,1,-2,-2,-0.5,.,-6
O=c1[nH]c(-c2ccccc2F)nc2c1sc(=S)n2Cc1ccccc1,11,-10,-9,3,-3,-10,-2.1,10,4
CC1(N2CCOCC2)C(=O)c2ccccc2C1=O,1,-2,-10,3,8,-12,0.9,0,-4
CCc1ccc(C(=O)COC(=O)C(CCSC)NC(=O)c2ccccc2)cc1 (configuration not stated),1,0,-8,3,9,-3,0.0,4,5
CCNc1c(N)c(=O)oc2ccccc12,-2,0,-6,7,-2,-2,0.3,-3,-2
Cc1cc(C(=O)NCCCN(C)C)c2ccccc2n1,-5,-1,-4,6,3,-10,0.7,-2,8
COc1ccc(CCCc2n[nH]c(=S)o2)cc1,-3,2,-1,-5,1,-114,2.4,3,-7

# Ordered by molar mass (lowest first): some entries from above.
SMILES,Ba/F3 V617F tox,Runt-CBFb FRET,RBBP9 inhibitor,NPY2 pot ag,BaF3 parental,S1P4 antagonist,S1P4 ag,NPY-Y1 antag,NPY1 pot ag
CCOC(=O)c1cnc(-c2ccccc2)nc1N,-1,1,2,9,3,7,0.2,1,-36
Cc1cc(C(=O)NCCCN(C)C)c2ccccc2n1,-5,-1,-4,6,3,-10,0.7,-2,8
COc1ccc(C(=O)N2CCCCC2)cc1S(=O)(=O)Nc1ccccc1,-4,-1,-5,-10,2,-4,-0.4,-3,4

# More entries follow:
SMILES,Ba/F3 V617F tox,Runt-CBFb FRET,RBBP9 inhibitor,NPY2 pot ag,BaF3 parental,S1P4 antagonist,S1P4 ag,NPY-Y1 antag,NPY1 pot ag
CSCCC(NC(=O)c1ccccc1)C(=O)N/N=C(\C)c1ccccc1 (configuration not stated),-2,0,0,-2,0,15,-0.5,1,-6
Cc1ccc(C2CC(=O)c3cnc(N4CCN(c5ccccc5)CC4)nc3C2)cc1 (configuration not stated),1,1,0,-5,6,-24,0.9,6,1
O=C1CC(c2ccccc2)n2nc(N3C(=O)c4ccccc4C3=O)nc2N1 (configuration not stated),-3,0,-5,-13,-2,2,1.6,1,3
N=C(N)SCc1ccc(Cl)cc1Cl,0,1,4,-6,-3,3,1.5,4,-10
CN=C1SC(CC(=O)Nc2ccc(F)cc2F)C(=O)N1/N=C/c1ccc(OC(F)F)c(OC)c1 (configuration not stated),1,-2,-12,13,9,-2,-0.2,3,4
CC(=O)c1cnc(Nc2cccc(C)c2)s1,3,-1,-4,-23,5,2,-2.3,-1,-16
C=CCOC(=O)C1=C(C)N=C2SCCC(=O)N2C1c1ccc(OC(=O)c2ccco2)cc1 (configuration not stated),0,-2,-7,-3,4,38*,0.3,-3,-10
CCOC(=O)N1CCN(C(=O)COc2ccc(S(=O)(=O)NC3CCCCC3)cc2C)CC1,3,0,4,1,8,-17,-1.1,6,-3
CCC1CCCCN1CCCNC(=O)CC1Oc2ccc(C)cc2NC1=O (configuration not stated),-4,2,-2,0,3,8,1.6,-4,-4
N#C/C(=C\c1cccnc1)c1nc2ccccc2[nH]1,1,0,-5,-8,-1,7,-0.7,.,-21
Cc1ccccc1C(=O)Nc1nnc(CC(=O)N/N=C/c2ccncc2)s1,-1,0,-5,3,-4,-5,0.2,.,-4
COCCCNC(=O)Cn1nnc(-c2ccc(NC(=O)c3ccc(F)cc3)cc2)n1,0,-1,-8,-6,10,-11,1.4,5,4
CN(C)C(=O)c1nnc(Cc2ccc(Cl)cc2)o1,1,4,-2,-7,-1,2,-0.6,3,-27
FC(F)(F)c1cc(-c2ccccc2)nc(NCC2CCCO2)n1 (configuration not stated),1,-1,-3,-11,4,-1,0.5,7,-7
Cc1nnsc1Sc1cccc(C(F)(F)F)c1,0,1,-2,-6,-2,-3,-1.9,-5,4
Nc1nnc(CSCc2ccc(Cl)cc2)s1,0,-2,-5,11,4,-1,3.1,10,21
Clc1ccc(C2=Nn3c(Cn4nnc5ccccc54)nnc3SC2)cc1,-5,16,-6,0,7,-15,-0.2,.,11
COc1cccc(N2CCN(C(c3ccccn3)c3nnnn3C(C)(C)C)CC2)c1 (configuration not stated),-3,-3,4,2,0,2,-1.6,4,-10
C/C(=N/OC(=O)C1CC12CCC2)c1ccc(Br)cc1 (configuration not stated),2,1,0,-5,11,-7,3.1,6,0
C#CCOCCOCCOCCNc1nc(N2CCN(C(=O)[C@H](Cc3ccc(O)cc3)n3cc([C@@H](N)CC(C)C)nn3)CC2)nc(N2CCN(C(=O)[C@H](Cc3ccc(O)cc3)n3cc([C@@H](N)CC(C)C)nn3)CC2)n1,-1,2,-4,8,3,-2,-2.3,-5,14
Cc1ccc(S(=O)(=O)N2CCCCC2)cc1NC(=O)C1CCCO1 (configuration not stated),1,0,-1,-11,6,-7,2.2,5,-21
CCOC(=O)/C(C#N)=C1/C=CN(C)C=N1,-1,-1,-8,-3,3,-4,1.7,5,-2
O=C(Cc1ccccc1)N/N=C/c1ccc2c(c1)OCO2,-1,1,-1,7,4,-3,0.4,1,23
Cc1nn(-c2ccccc2)c2c1C(=O)N(Cc1ccccc1)C(=O)C(C)(C)C2,-2,.,5,6,5,-7,0.8,7,7
COC(=O)CCCCCCCCCC[N+]1(C)CCCCC1,1,-1,-5,-1,2,-31,1.6,0,-7
COc1ccc(-c2[nH]ncc2CNCCc2ncccc2C)cc1F,-2,.,-2,1,0,-1,1.0,2,24
Nc1cc(-c2nn[nH]n2)ccc1F,-2,1,1,0,3,6,-2.0,6,-11
O=C(COC(=O)CCOc1ccccc1)Nc1ccc(Cl)cn1,-3,2,-5,6,3,2,0.3,12,-6
COc1ccc(C(=O)Nc2cccc([N+](=O)[O-])c2)cc1Br,0,.,-1,7,5,-7,1.1,-7,-9
OCC1OC(n2cnc3ccccc32)CC1O (configuration not stated),1,2,-7,-8,4,8,0.9,.,-17
CC(=O)Nc1ccc(NC(=O)Oc2ccccc2)cc1,-1,-1,-9,-3,3,-10,3.4,-2,9
Cc1ccc(C)c(CSc2nnc([C@@H]3CCCN3)o2)c1,-3,-2,-1,5,0,-25,0.5,.,9
O=C(c1ccccc1)c1ccc2c(c1)OCCCO2,-4,-1,0,-3,1,3,0.1,.,-5
COc1c(/C=N/Nc2ccc([N+](=O)[O-])cc2[N+](=O)[O-])c(C)nn1-c1ccccc1,-3,-4,1,-10,-2,-4,-3.2,8,7
CCCCOc1ccc(N2C(=O)CC(NCc3ccncc3)C2=O)cc1 (configuration not stated),-2,-2,-3,7,2,4,0.2,2,-4
C=CCNc1ncnc2c1[nH]c1ccc(C)cc12,-3,-2,0,-8,5,-14,0.5,0,-17
CCOP(=O)(OCC)C(NC(=O)Nc1cccc(Cl)c1)C(N)=O (configuration not stated),0,3,1,5,3,-12,0.3,-1,-20
O=C(O)c1cccnc1SCC(=O)N1CCCc2ccccc21,-2,0,0,-6,-1,2,2.1,.,-8
Cc1ccc(/C=C/C(=O)NCC2COc3ccccc3O2)o1 (configuration not stated),0,26,-1,6,4,-7,-0.7,-1,-4
CC1(C)CC(=O)c2sc(NS(=O)(=O)c3ccc(F)cc3)nc2C1,3,0,-7,3,2,-13,1.2,1,-6
COc1ccc(-c2nc(CSCC(=O)N3CCN(C4CCCCC4)CC3)c(C)o2)cc1OC,-3,.,-2,-14,2,5,-1.2,2,-15
CCOC(=O)c1c(NC(=O)Cn2ccsc2=N)sc(C)c1C,-2,0,-1,-18,4,6,0.3,7,-43
S=C(Nc1cccc(Cl)c1Cl)Nn1cnnc1,-3,12,-11,4,4,-8,0.1,3,-1
CCOC(=O)C1CCN(S(=O)(=O)c2cccc(-c3cn4ccccc4n3)c2)CC1,5,-3,-6,-5,6,-5,-0.8,-3,3
COC(=O)N1[C@H](Cc2ccccc2)C=C[C@]1(C)C(=O)NCc1ccccn1,-5,0,-5,10,-1,16,0.5,-5,-13

# Looked up above.
# C=CCNc1ncnc2c1[nH]c1ccc(C)cc12 @ Ba/F3 V617F tox: -3
# CCOP(=O)(OCC)C(NC(=O)Nc1cccc(Cl)c1)C(N)=O (configuration not stated) @ RBBP9 inhibitor: 1

# (continued)
SMILES,Ba/F3 V617F tox,Runt-CBFb FRET,RBBP9 inhibitor,NPY2 pot ag,BaF3 parental,S1P4 antagonist,S1P4 ag,NPY-Y1 antag,NPY1 pot ag
CCOC(=O)C(C)Sc1nnc(-c2ccccc2O)n1-c1ccc(C)cc1 (configuration not stated),-2,-2,-1,-8,4,-5,-0.1,3,-12
CCOC(=O)NC(C(F)(F)F)(C(F)(F)F)P(=O)(c1ccccc1)c1ccccc1,-1,0,-1,17,2,0,1.2,6,-16
Cc1ccc(/C=C/C(=O)Nc2cccc3cccnc23)o1,0,-15,-1,7,1,2,-0.8,1,-1
O=C(Nc1cccc(C(F)(F)F)c1)c1ccc(Cn2cc(Br)cn2)o1,-2,-1,-5,-4,5,2,-0.5,-1,17
O=c1c2ccccc2nnn1CSc1nc2ccccc2[nH]1,6,2,-10,-7,5,6,-2.7,0,-21
Cc1[nH]c(=S)sc1Cc1ccc(Cl)c(Cl)c1,3,14,-4,-20,3,-1,0.6,14,-32
O=S(=O)(NCc1ccccc1)c1ccc(S(=O)(=O)N(Cc2ccccn2)C2CCCC2)cc1,0,0,-9,1,1,-3,0.6,-3,-5
CC(NC(=S)NCc1ccc(F)cc1)C12CC3CC(CC(C3)C1)C2 (configuration not stated),3,-4,-1,-12,7,-3,-0.5,6,4
Cc1nnc(SCC(=O)NC(=O)Nc2ccc3c(c2)OCCO3)s1,1,1,-5,-1,10,0,-0.8,1,2
Cc1cc(-n2nc(C)cc2C)n2nc(C)c(-c3ccc(Cl)cc3)c2n1,0,0,-7,-9,4,-9,0.6,3,3
Cc1cc2ncn(-c3ncnc4scc(-c5ccccc5)c34)c2cc1C,-3,-6,-2,-13,4,2,-1.1,31*,-25
